Assay outcomes deposited in PubChem by several laboratories.
ABCB6 inh MLPCN: inhibitors of human ABC transporter ABCB6; Q9NP58; K562-ABCB6 porphyrin accumulation, flow cytometry, 1 h; active compounds read low; fluorescence ratio to DMSO, % at 10 µM; 360,000 compounds, 0.19% hits; AID 602162;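 active means fluorescence ratio to DMSO below 75%, the collection mean minus 3 SD; inconclusive means too few cells collected in the well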;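 further: signal is porphyrin accumulated inside mitochondria; 100% equals median channel fluorescence of DMSO control wells; lower ratio means ABCB6 inhibition with less porphyrin fluorescence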
MC4R ag barr: agonists of human melanocortin 4 receptor (MC4R) beta-arrestin; 360,000 compounds, 0.98% hits; activation, % at 8.9 µM; U2OS MC4R beta-arrestin complementation, luminescence; percent of melanotan II response, DMSO zero; P32245;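 active means activation above a per-plate cutoff, the mean activation of sample wells on that plate plus 3 SD, cut at about 8% in these data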
Target sequence (P32245 whole entry, looked up): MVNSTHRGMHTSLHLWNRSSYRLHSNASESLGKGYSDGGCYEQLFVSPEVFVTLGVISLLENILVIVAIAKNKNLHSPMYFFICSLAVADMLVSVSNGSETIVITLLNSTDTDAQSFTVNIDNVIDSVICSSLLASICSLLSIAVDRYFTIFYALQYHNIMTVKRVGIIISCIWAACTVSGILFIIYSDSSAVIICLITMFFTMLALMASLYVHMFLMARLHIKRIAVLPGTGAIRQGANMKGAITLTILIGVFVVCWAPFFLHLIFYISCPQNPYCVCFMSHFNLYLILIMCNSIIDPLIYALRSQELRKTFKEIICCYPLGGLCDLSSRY
m5-HT2A agonist: agonists of mouse serotonin 5-HT2A receptor (HTR2A). 360,000 compounds, 0.66% hits. AID 624169. CHO-K1 mHTR2A beta-arrestin complementation, luminescence; percent of 30 µM serotonin response. activation, % at 7.6 µM;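 active means activation above a run cutoff, the mean activation of all tested compounds plus 3 SD, cut at about 14% in these data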;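 further: 0% = plate median of compound wells and 100% = 30 µM serotonin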
Target sequence (P35363 whole entry, looked up): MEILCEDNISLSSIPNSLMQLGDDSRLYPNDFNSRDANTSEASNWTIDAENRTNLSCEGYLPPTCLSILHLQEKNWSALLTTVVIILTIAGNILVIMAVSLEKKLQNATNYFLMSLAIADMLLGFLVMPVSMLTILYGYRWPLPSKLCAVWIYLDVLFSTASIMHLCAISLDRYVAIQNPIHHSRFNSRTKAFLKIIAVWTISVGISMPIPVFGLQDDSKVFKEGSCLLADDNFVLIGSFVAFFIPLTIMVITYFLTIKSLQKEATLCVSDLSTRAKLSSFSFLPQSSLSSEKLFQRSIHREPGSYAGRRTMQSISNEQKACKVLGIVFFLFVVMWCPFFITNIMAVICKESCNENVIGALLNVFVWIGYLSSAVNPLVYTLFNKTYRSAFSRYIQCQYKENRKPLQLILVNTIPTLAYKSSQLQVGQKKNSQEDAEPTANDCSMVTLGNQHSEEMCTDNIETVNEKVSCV
N-glyco inh: blocks N-linked glycosylation in D54 reporter cells. D54 ERlucT glycosylation luciferase reporter, 24 h; percent of 100 nM tunicamycin response. reporter increase, % at 12.5 µM. 360,000 compounds, 0.23% hits. AID 588692;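 active means mean luciferase reporter signal, scaled so untreated is 0 and the glycosylation-blocking control 100, at or above a set limit in every replicate; inconclusive means mean reaches the limit but not every replicate does; inactive means mean below the limit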;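 further: luciferase carries N-glycosylation sites so blocking glycosylation raises the light; 0% = median of neutral control wells and 100% = median of 100 nM tunicamycin wells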
PDI turbidity: inhibitors of human protein disulfide isomerase; 350,000 compounds, 0.052% hits; inhibition, % at 10 µM; PDI insulin aggregation turbidity, A650, 90 min;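 active means mean inhibition across replicates of 30% or more, whatever share of single replicates reach that level; inconclusive means mean inhibition below 30% while every single replicate reaches 30%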;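 further: absorbance from insulin aggregation driven by PDI reduction with DTT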
H9c2 protect: protects H9c2 cardiomyocytes from peroxide injury. H2O2 injury protection, ATPLite, 2 h. protection from H2O2 cell death, % at 20 µM. 360,000 compounds, 0.63% hits;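 active means compounds giving at least 50% protection of heart cells from peroxide-induced death in the single-dose screen, raw or plate-pattern-corrected value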;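 further: 0% = DMSO wells with peroxide and 100% = DMSO wells without peroxide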
MC4R antag cAMP: blocks human MC4R cAMP signaling; P32245; MC4R-expressing cells, MTII-stimulated cAMP, LANCE TR-FRET; inhibition, % at 6.5 µM; 360,000 compounds, 0.48% hits;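 active means inhibition above its plate's cutoff, the mean of tested wells on that plate plus 3 SD, cut at about 29% in these data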;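 further: 0% = Melanotan II alone and 100% = Melanotan II plus saturating MCL0020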
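System: U2OS-MC4R stable cell line; Technique: Eu-cAMP/anti-cAMP TR-FRET, emission 671 nm; Repeats: single well per compound; Also added: Melanotan II; Dosing: one concentration, 6.5 µM nominal; Schedule: 30-min compound, 1-h challenge, 1-h detection, room temperature.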
ABHD5 PLIN5 PPI: inhibitors of human ABHD5-perilipin-5 interaction. 360,000 compounds, 0.78% hits. inhibition, % at 4 µM. Q00G26+Q8WTS1. Split G. princeps luciferase complementation, luminescence, 4 h;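 active means inhibition above the mean inhibition across every tested compound plus 3 SD, cut at about 22% in these data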;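 further: 0% = DMSO only wells and the 100% control is not disclosed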
CaV13 FRET inh: Disruptors of the CACNA1D IQ motif to Ca2+-dependent inactivation inhibitor domain association, primary screening, Förster resonance energy transfer in intact living … | inhibition, % at 12.3 µM | 340,000 compounds, 0.098% hits | HEK cells, CFP/YFP FRET ICDI-IQ, plate reader, 10 min; percent FRET-ratio fall versus neutral wells;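 active means mean replicate inhibition of at least 30% and at least 1% of replicates passing that level; inconclusive means only one of the two criteria is met; inactive means neither criterion is met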;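 further: 0% = median of the neutral control wells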
Granule exo inh: lytic granule exocytosis inhibition | inhibition, % at 10 µM | TALL-104 LAMP-1 surface exposure, flow cytometry; cells stimulated with thapsigargin and PMA | 360,000 compounds, 0.66% hits;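 active means inhibition above about 55%, limit read from the data; inconclusive means no clear call, values can overlap the other calls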
An asterisk follows results filed as active; ? = inconclusive; . = not tested or not shown.

compound,ABCB6 inh MLPCN,MC4R ag barr,m5-HT2A agonist,N-glyco inh,PDI turbidity,H9c2 protect,MC4R antag cAMP,ABHD5 PLIN5 PPI,CaV13 FRET inh,Granule exo inh
COc1cccc(CC2(CO)CCCN(S(=O)(=O)N(C)C)C2)c1 (configuration not stated),100.0,-0.6,3.1,-1.5,4.6,-4.2,7.7,-1.7,-18.8,-2.6
COC(/C=C/Nc1ccc(C)c(C)c1)=C(C#N)C#N,96.0,-0.5,2.4,2.2,19.3,-0.7,6.3,0.5,-4.6,-2.3
C=CCn1c(SCC(=O)NC2CCCC2)nc2sc(C)cc2c1=O,100.0,-1.2,3.8,-0.7,1.7,0.3,-1.4,9.8,-1.9,-4.7
O=C(COC(=O)c1ccccc1NS(=O)(=O)c1cccs1)NC1CCCCC1,101.0,1.9,-4.2,-1.8,-9.5,8.4,17.4,1.0,-5.3,-2.3
Nc1nc(N)c(-c2cccc(C(F)(F)F)c2)c(Cc2cccc(C(F)(F)F)c2)n1,92.0,5.4,-1.3,0.3,8.1,-14.9,6.3,7.8,-5.7,7.0
CCc1ccc(Nc2nnc(SCC(=O)N(C)C3CCS(=O)(=O)C3)s2)cc1 (configuration not stated),90.0,0.0,-3.4,-5.4,-2.1,-14.2,2.2,0.7,-5.0,1.6
CCOc1ccc(S(=O)(=O)Nc2cccc(-c3ccc(N4CCCCCC4)nn3)c2)cc1,100.0,-2.8,-1.9,-1.0,1.1,-8.1,7.2,-2.4,-15.5,1.4
COc1ccc(CCNC(=O)c2ccc(N(C)S(=O)(=O)c3ccccc3)cc2)cc1,93.0,1.2,4.1,-3.6,15.6,0.0,9.0,-2.0,-1.7,-1.1
CCN(C(=O)COC(=O)c1nc(Cl)ccc1Cl)C1CCS(=O)(=O)C1 (configuration not stated),98.0,-0.9,-6.1,2.5,1.4,2.3,-4.0,0.2,-5.4,-0.6
CN1CCN(c2ccc(S(=O)(=O)N3CCCCC3)cc2[N+](=O)[O-])CC1,96.0,0.4,-8.1,-1.0,6.8,0.2,5.9,-3.1,8.9,-0.9
CNS(=O)(=O)c1ccc(C(C)(C)C)cc1,106.0,-1.9,-5.3,-0.7,0.7,-5.0,13.1,0.9,-5.2,3.5
COc1ccccc1N1CCN(c2ncnc3sc(C)c(-c4ccccc4)c23)CC1,96.0,2.5,0.6,-12.8,-12.9,10.4,16.2,0.3,.,57.5*
CCOc1ccccc1NC(=O)COC(=O)/C=C/c1cccs1,96.0,0.2,8.3,0.4,-5.5,-5.9,6.8,4.9,-6.4,1.1
CCOc1ccc(NC(=O)CSc2nnc(-c3ccco3)n2C)cc1,99.0,-1.6,-1.3,2.4,-2.3,-8.1,11.9,-0.5,-7.8,-1.1
CCOc1ccc2nc(NC(=O)/C=C/c3ccc4c(c3)OCO4)sc2c1,100.0,-0.1,-1.5,-1.4,-2.0,-5.2,5.1,-3.0,-18.3,7.2
CC(=O)c1ccc(-c2nnc(CCC(=O)N(C)Cc3c(C)nc4ccccn34)o2)s1,96.0,-0.7,6.8,2.4,-5.6,-0.5,-3.5,6.2,-3.1,4.7
Cc1cc(C)nc(SCc2cc(=O)c(OC(=O)c3ccc(Cl)c([N+](=O)[O-])c3)co2)n1,107.0,-2.3,-2.8,2.4,2.3,9.3,12.4,-5.3,-7.3,10.4
COCCN(C(=O)c1cc2c(s1)CCC2)c1c(N)n(CC(C)C)c(=O)[nH]c1=O,107.0,-0.3,-1.9,0.9,10.7,5.2,3.5,2.7,-2.3,22.9
CC(C)C(C(=O)NCC1CCCO1)N(CC1CCCO1)C(=O)CNS(=O)(=O)c1ccccc1 (configuration not stated),99.0,0.7,-4.5,0.6,3.7,0.0,6.2,-11.8,-8.2,2.2
Cc1cccc(NS(=O)(=O)c2cccc(C(=O)NCC3(N4CCOCC4)CCCCC3)c2)c1,91.0,0.2,-1.1,-5.9,25.8,3.0,4.4,2.8,-5.5,1.5
O=C(COc1ccc(Cl)cc1Cl)NCCCN1CCOCC1,105.0,0.9,-4.3,-0.6,-2.7,7.4,9.2,-9.6,-8.9,0.1
CN1CCN(C(=O)/C(=C\c2ccccc2)c2ccccc2)CC1,88.0,-0.5,-3.4,2.3,15.4,-2.0,2.5,-2.2,-3.4,-2.4
O=C(COC(=O)c1ccccn1)NC1CCCCC1,96.0,-0.8,3.7,-0.1,7.8,-4.8,10.4,-0.1,-5.3,-3.3
O=[N+]([O-])c1cc([N+](=O)[O-])c(Oc2c(F)ccc(F)c2F)cc1NN1CCCCC1,100.0,-0.8,1.3,-0.4,-4.5,-5.8,2.1,-7.9,-11.3,4.0
CC1CC(=O)Nc2ccccc2N1S(=O)(=O)c1cccc(F)c1 (configuration not stated),95.0,0.4,2.3,1.8,-1.2,-2.1,9.3,-2.0,-4.3,-6.5
COCCn1c(N)c(C(=O)c2cccc(S(=O)(=O)N3CCCCCC3)c2)c(=O)[nH]c1=O,97.0,-0.7,-4.0,-0.6,10.1,-3.0,18.0,-7.9,-6.7,2.4
CCOC(=O)[C@]12CCC=C1N(Cc1ccc(Cl)cc1Cl)C(=O)[C@H](CC(=O)NCc1cccc3ccccc13)C2,96.0,.,1.6,.,.,.,.,-2.1,-1.4,-0.5
CCC(=O)c1ccc(OCC(=O)OCC(=O)N2c3ccccc3NC(=O)C2(C)C)cc1,102.0,2.3,1.7,2.6,-8.5,-4.5,19.8,-0.8,-4.9,0.3
CCSC1=N/C(=C\c2ccccc2)C(=O)N1c1ccc(OC)cc1,90.0,0.8,0.0,-2.7,-4.5,-8.1,16.7,0.6,-4.2,8.7
O=C(NCCS(=O)(=O)N1CCN(c2ccccc2F)CC1)c1c(F)cccc1F,99.0,1.7,7.2,-1.1,-1.6,4.7,-1.7,8.4,-6.2,-1.5
COc1ccccc1NC(=O)CCC(=O)N(Cc1ccc(OC)c(OC)c1)c1nccs1,99.0,-2.1,-0.9,3.5,-4.8,21.3,12.7,-1.3,-1.9,-3.9
Cc1ccc(NC(=O)COC(=O)CN2C(=O)COc3ccccc32)cc1,112.0,-1.3,4.6,2.0,-5.1,8.1,2.5,1.7,-4.9,-3.5
O=C(NCC1COc2ccccc2O1)C1C2C=CC3(CN(Cc4ccccc4Cl)C(=O)C13)O2 (configuration not stated),97.0,1.4,-2.8,-1.4,5.6,2.7,3.3,5.2,-4.9,5.6
Cc1ccc(S(=O)(=O)NNC(=O)c2csnn2)cc1,97.0,-2.7,1.0,2.0,-6.9,6.1,8.7,0.7,.,-13.1
COc1cc(OC)cc(C(=O)NCC(=O)Nc2ccc(C)c(Cl)c2)c1,95.0,1.6,-8.0,0.5,10.5,-1.2,-0.5,-3.4,-20.0,-8.2
CC1=NNC(=O)C1Oc1ccccc1 (configuration not stated),98.0,0.1,5.9,0.4,-5.8,-5.1,1.2,-4.6,-13.5,2.8
O=C(CCCCn1cnc2c(=S)nc[nH]c21)Nc1ccc(C(=O)O)c(O)c1,95.0,-1.2,-4.9,2.7,-2.4,6.2,-7.7,3.8,-5.5,-14.2
OCCNc1nc2ccccc2n1CCN1CCCCC1,85.0,-0.7,-0.7,-1.6,5.2,16.6,1.7,1.7,-0.1,0.9
COc1ccc(/C=C/c2ccccc2)cc1[C@H]1[C@H]2C=CC[C@@H](C)[C@@H]2C(=O)N1Cc1ccccc1,101.0,-2.4,-2.0,-6.3,-3.0,-9.8,-4.1,1.3,-3.3,-2.2
NC(=O)CCn1ccc2ccccc21,97.0,0.8,3.0,3.9,3.9,0.7,19.2,-0.8,4.2,-2.1
NC(=O)N=Nc1c2[nH]c3ccccc3nc-2c2ccccc12,102.0,1.7,7.6,94.2*,14.1,59.6*,-6.3,2.2,-4.4,23.7
COC(CNC(=O)CNC(=S)N(CCCN1CCOCC1)Cc1cccs1)OC,95.0,0.8,-0.5,1.4,11.4,-2.4,4.3,1.7,-19.5,-2.2
COc1ccc(NS(=O)(=O)c2cccc3cccnc23)cc1OC,98.0,-2.0,0.2,1.4,-7.1,-5.9,3.8,-5.4,-16.6,-2.2
Cc1nc(N2CCOCC2)[nH]c(=O)c1C,104.0,-1.4,7.2,-3.0,3.3,9.1,10.7,3.4,-2.4,0.2
Cc1ccc(C)c(N2CCN(C(=O)c3cc4sccc4n3C)CC2)c1,96.0,1.2,-10.9,-8.4,3.6,-0.1,5.8,-0.7,-8.3,3.9
Cc1ccc2nsnc2c1NC(=O)c1ccc([N+](=O)[O-])o1,101.0,-1.4,6.6,?,-12.3,-15.4,14.5,-3.6,.,-4.8
Cc1c(CCC(=O)NC2CC2)c(=O)oc2c(C)c(O)ccc12,102.0,-0.9,-4.5,1.2,.,7.4,-2.5,-5.0,.,1.5
COc1cccc(/C=C/C(=O)NNC(=O)c2ccncc2)c1OC,92.0,-2.4,9.8,1.2,-14.8,3.3,-6.8,0.2,-1.8,10.4
Cc1nnc(N/N=C/c2c(Cl)cccc2Cl)n1N,152.0,2.1,0.3,2.4,3.0,3.9,-1.0,-34.0,-5.7,-2.7
COc1ccc(NC(=O)COC(=O)C(NC(=O)c2ccc(C)cc2)C(C)C)cn1 (configuration not stated),96.0,-2.3,6.3,0.8,-6.7,1.5,12.2,-9.3,-5.8,-0.6
Cc1ccc(C)c(C(=O)Cn2ncc(Cl)c(Cl)c2=O)c1,100.0,-2.0,-5.2,6.2,-0.7,-33.8,21.3,-0.2,0.5,12.7
CCn1c(CCNC(=O)c2cccs2)n[nH]c1=S,106.0,-1.6,-1.6,2.4,-17.1,0.4,6.9,1.5,-4.7,-1.0
CCN(c1ccc(OC)cc1)S(=O)(=O)c1nnc(NC(=O)COc2ccc(C)cc2)s1,102.0,-0.1,2.8,2.2,-5.7,5.0,-2.0,6.1,.,-9.5
Cc1ccc(N(Cc2cc3ccc(C)cc3[nH]c2=O)C(=O)c2ccco2)c(C)c1,100.0,0.1,2.4,-4.3,-4.6,-6.1,0.7,-2.2,-2.4,-4.5
Nc1ccccc1-c1ccc([N+](=O)[O-])cc1,89.0,-0.9,-1.1,1.3,-82.9,-7.3,-5.0,1.4,-6.5,-2.5
Cc1cc(C(=O)Nc2ccc3c(c2)OCO3)no1,99.0,-4.2,-0.6,-4.2,-3.8,-9.0,2.3,-3.1,.,1.1

Rows are unselected; overall some 4.2% were active at least once.
